# KLF5 inhibitor: suppresses KLF5 promoter-driven expression; DLD-1 KLF5 promoter-luciferase reporter, luminescence; inhibition, % at 5 µM; 0.23% of 290,000 active; AID 1700;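 active = inhibition above a per-plate limit of that plate's mean compound inhibition plus 3 SD, cut at about 60% in these data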;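 note: 0% = DMSO wells and 100% = LY294002 at 200 µM; higher means less KLF5 promoter-driven luciferase light; inactives centre near -14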
# IEC-6 tox: kills IEC-6 intestinal cells in KLF5 counter-screen; IEC-6 cytotoxicity, luminescence viability; inhibition, % at 5 µM; 0.78% of 290,000 active; AID 1825; in the data active = inhibition above about 22%;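 note: 0% = plate median of test compound wells and 100% = cytotoxic reference compound wells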
# HSF1 inhib: HSF1 inhibition; NIH3T3-HGL HSE-luciferase, MG132-induced, luminescence 8 h; stronger effect = lower value; activity change, negative = inhibition, % at 7.5 µM (by protocol); AID 2098; 0.77% of 300,000 active;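 active = more than half of replicate wells show activity change below -50%, luminescence cut by over half; inconclusive = some wells, but at most half, below -50%; inactive = no replicate well below -50%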;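 note: luciferase reports HSF-1 transcriptional activity via heat shock element; 0% = median of DMSO wells and -100% = zero luminescence signal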
# AI-2 QS modul: Vibrio harveyi AI-2 quorum sensing modulation. Vibrio harveyi JMH597 AI-2 luminescence/OD600 ratio, 9 h; stronger effect = lower value; strain lacks LuxN and CqsS sensors; 0 = neutral-control median. activity change, % at 7.5 µM. 0.4% of 300,000 active. AID 2094; in the data active = activity change below about -75%, passing the limit was not always enough; inconclusive = no clear call, values can overlap the other calls;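 note: luminescence divided by OD600 gain over 9 h not by final OD600 alone; inactives centre near 13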
# HIF activator: HIF pathway transcriptional activation; activation, % at 7.5 µM (by protocol); U2OS HRE-luciferase reporter, luminescence; normalized: DMSO 0%, desferrioxamine 100%; 0.32% of 300,000 active;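 active = mean activation of at least 10% of the iron chelator positive control signal, with at least half of replicates also reaching 10%; inconclusive = mean and replicate majority disagree about reaching 10%; inactive = mean and most replicates under 10%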
# HSF1 activator: increases HSF-1 driven luciferase reporter signal; 1.7% of 300,000 active; AID 504408; activation, % at 9 µM; NIH3T3-HGL HSF-1 luciferase reporter, MG132, 8 h; 100% = twice DMSO control signal;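 active = mean replicate activation of at least 50% with a set share of replicates each reaching 50%; inconclusive = only one of those two conditions met; inactive = mean below 50% and too few replicates reaching it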;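 note: 0% = median of the neutral control wells and 100% = twice that signal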
# aSyn UTR inh: MLPCN primary screen, SNCA 5' untranslated region; alpha-synuclein 5'UTR reporter, inhibitor activity; 0.82% of 300,000 active; inhibition, % (tested at 7.5 µM); AID 1813; in the data active = inhibition above about 60%; inconclusive = no clear call, values can overlap the other calls;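 note: H4 neuroglioblastoma cells stably carrying SNCA 5'UTR luciferase fusion; 0% = DMSO wells and 100% = positive control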
# SKKanGAS inh: SKKanGAS growth inhibition. 1.3% of 300,000 active. inhibition, % at 7.5 µM. S. pyogenes SKKanGAS, kanamycin growth, BacTiter-Glo, 6 h;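 active = mean replicate score, as percent of positive control median, at least 50; inconclusive = mean below 50 but one replicate at or above 50; inactive = mean and every replicate below 50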;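 note: strain carries kanamycin resistance gene driven by streptokinase promoter and grows in 40 µg/ml kanamycin; loss of luminescence reflects streptokinase promoter inhibition or plain growth inhibition; 0% = median of DMSO wells and 100% = positive control at its reference dose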
# HSP90 refold inh: blocks HSP90-mediated luciferase refolding in reticulocyte lysate | Rabbit reticulocyte lysate, luciferase refolding luminescence, 3 h | inhibition, % at 5.6 µM | 0.91% of 290,000 active | AID 1789;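 active = inhibition above the screen-wide mean plus 3 SD, computed separately per campaign, cut at about 16% in these data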;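 note: 0% = DMSO wells and 100% = 60 µM geldanamycin wells; inhibitors lower the luminescence because luciferase stays unfolded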
# Platelet DG rel: modulates dense granule release in human platelets; human platelet-rich plasma, SFLLRN dense granule ATP release, luminescence; inhibition, %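 (compounds screened at 7.5 µM in platelet-rich plasma)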; 0.22% of 300,000 active; AID 1663;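 active = mean replicate score, as percent of positive control, at or above 50; inconclusive = mean below 50 but at least one replicate at or above 50; inactive = mean and every replicate below 50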
# * hit, by the source's call; ? = inconclusive; . = no result given.
SMILES,KLF5 inhibitor,IEC-6 tox,HSF1 inhib,AI-2 QS modul,HIF activator,HSF1 activator,aSyn UTR inh,SKKanGAS inh,HSP90 refold inh,Platelet DG rel
CC1CCCC(NC(=O)CSc2ncccc2C(=O)O)C1C (stereo unspecified),-23,6,-7,17,0.1,-4,5,2,-1,4
Cc1cc(C)n(-c2nc3ccccc3nc2Nc2ccc3c(c2)OCO3)n1,-10,3,-3,5,-0.1,-9,1,-6,-4,-9
COCCCNC(=O)[C@H](CSCc1ccccc1)N1Cc2ccccc2C1=O,-23,-2,4,15,0.0,13,-11,-1,-4,-3
CCn1c(SCC(=O)Nc2cc(C)on2)nnc1-c1ccco1,-33,-12,-5,-6,-0.4,-4,-1,0,1,0
CCn1c(C)nc2cc(C(=O)N/N=C/c3ccc(O)cc3)ccc21,2,-3,-14,8,4.3,-32,-7,-2,1,9
CC12CCC(C/C1=N/O)C2(C)CBr (stereo unspecified),7,0,1,-9,0.2,-16,-1,-1,-1,4
FC(F)(F)c1ccc(Sc2nnc(-c3cccs3)n2CC2CCCO2)nc1 (stereo unspecified),-12,0,12,12,-0.5,58*,20,-1,0,1
CCN1CCN(C(=O)c2ccc(OCC(=O)Nc3ccc(F)cc3)c(OC)c2)CC1,-14,0,0,10,0.0,-11,1,-8,-3,8
Cn1c(=NC(=O)C2CC2)sc2cc(F)cc(F)c21,-1,2,3,25,0.4,2,-88,-4,-3,-4
CCN(CC)CC(=O)NCc1cc(-c2ccc(OC)cc2)no1,-32,4,-13,8,0.2,-32,23,-7,2,-3
O=C1NC(NS(=O)(=O)c2ccc(Cl)cc2)(C(F)(F)F)C(=O)N1CCc1ccccc1 (stereo unspecified),-16,-7,4,4,-0.2,15,-4,-4,1,-2
CC(C)Oc1ccc(CNC(=O)C2CCN(C(=O)N3CCOc4ccccc43)CC2)cc1,8,7,-3,16,0.0,4,18,-3,0,2
CCCCC(=O)Nc1ccc2c(c1)nc(CCN1CCN(C)CC1)n2C,8,-6,-2,13,-0.4,10,-24,-8,2,-16
O=C(NCCCCc1ccccc1)Nc1ccc(F)cc1,-43,-1,3,-9,0.5,10,-14,?,-1,5
Cc1ccc(S(=O)(=O)N2CCCC2=O)c(C)c1N(C)S(C)(=O)=O,-35,0,-2,13,1.1,9,-1,-6,-5,-4
CCOc1ccccc1CNC(=O)c1nn(C)c2c1CS(=O)(=O)c1ccccc1-2,-4,-2,2,18,-0.8,6,45,6,-5,0
O=C(CSc1nnc(CCc2nc3ccccc3[nH]2)n1-c1ccccc1)NCc1ccco1,0,15,-2,9,0.2,22,17,-5,4,-2
O=C(CNC(=O)c1sc2ccccc2c1Cl)NCc1ccc(F)cc1,.,.,-19,7,-0.1,-21,-5,-6,.,-1
CCN(CC)S(=O)(=O)c1ccc(C)c(NC(=O)COC(=O)CN2C(=O)NC(C)(C)C2=O)c1,.,.,2,23,-0.1,-1,4,-11,.,-11
COc1ccc(OC)c(-c2csc3nnc(SCC(=O)Nc4ccc(NC(C)=O)cc4)n23)c1,8,-1,-3,30,0.5,-7,6,-7,1,1
CCC(CC)c1nnc(NC(=O)c2nc3nc(C)cc(C)n3n2)s1,-41,2,1,22,-0.2,-13,11,9,-8,7
O=C(/C=C/c1ccc([N+](=O)[O-])cc1)Nc1cccc(C(=O)Nc2ccccc2C(=O)O)c1,13,-4,-20,.,-0.9,-30,12,19,2,9
CCc1ccc(C(=O)N2CCCN(C)CC2)s1,-15,2,-4,2,0.2,-15,3,-3,-2,-2
O=C1/C(=C/c2ccncc2)SC(=S)N1C1CCCCC1,-2,-3,11,21,0.1,35,-29,-23,-2,-4
C[C@@H](C(=O)Nc1ccc2ccccc2c1)[C@@H]1C[C@@]1(C)[C@@H](NC(=O)OCc1ccccc1)c1ccccc1,4,-7,-5,28,0.6,-16,-11,15,0,-1

# Next section.
SMILES,KLF5 inhibitor,IEC-6 tox,HSF1 inhib,AI-2 QS modul,HIF activator,HSF1 activator,aSyn UTR inh,SKKanGAS inh,HSP90 refold inh,Platelet DG rel
CCn1c(SCC(=O)Nc2ccccc2C(=O)OC)nnc1-c1ccoc1C,-24,-2,-4,21,0.4,-5,4,-5,3,2
CCOC(=O)C1=C(C)Nc2nc(=S)[nH]n2C1c1ccc(Cl)cc1 (stereo unspecified),-15,1,-4,8,0.0,4,-24,-5,3,8
Cc1nn(C(=O)CCC(=O)NCc2ccc(OC(C)C)cc2)c2ccccc12,-13,-3,-2,15,0.3,-18,25,-4,0,0
CC1=C(C#N)C(/C=N/OCc2ccc(Cl)cc2)CC(=O)N1 (stereo unspecified),-21,4,0,11,0.0,13,-21,-9,0,4
COC(=O)/C(C#N)=C/c1c(N2CCN(Cc3ccc4c(c3)OCO4)CC2)nc2c(C)cccn2c1=O,2,6,11,17,410*,32,31,8,8,4
CCO[C@@H]1OC(C(N)=O)=C[C@H](c2ccccc2)[C@H]1CCCO,-9,-5,-5,13,-0.1,-13,-3,-2,0,0
COc1cc(C(=O)Oc2cccc(C(=S)N3CCOCC3)c2)cc(OC)c1OC,-24,2,-5,5,-0.6,-1,-10,-6,4,16
C1CCCCCC2(CCCCC1)OCC(CN1CCOCC1)O2 (stereo unspecified),4,-4,.,30,.,.,27,-2,-2,-1
CCn1c2ccccc2c2cc(C3C(C#N)=C(N)Oc4n[nH]c(COC)c43)ccc21 (stereo unspecified),-16,11,22,24,0.2,37,24,5,0,0
COC(=O)c1cn(NC(=O)Cc2ccc(OC)c(OC)c2)c(=O)c2ccccc12,-18,-2,.,11,.,.,.,.,-2,.
O=C(O)COc1ccccc1/C=C1\SC(=S)N(/N=C/c2ccccc2O)C1=O,-17,-6,-5,18,-0.8,6,-5,-1,-1,3
OCCNc1nc(C2CC2)nc2c1nnn2Cc1ccccc1Cl,-13,0,0,18,-0.4,-1,11,-12,4,-3
CC(CCc1ccccc1)NC(=O)c1ccccc1 (stereo unspecified),-15,-2,6,16,0.5,1,14,1,7,2
O=C(Cn1cc(C(F)(F)F)cc(Cl)c1=O)NCc1ccc(Cl)cc1Cl,-43,-3,6,.,1.8,3,-35,-1,3,-3
COc1ccc(-c2cn(-c3ccccc3)nc2C(=O)O)cc1OC,-34,1,-2,7,-0.7,30,13,3,-3,1
CCOc1ccc(NC2=NC(C(=O)NCc3ccccc3)CC(=O)N2)cc1 (stereo unspecified),-3,4,0,-2,3.5,10,-7,-2,-2,11
COc1cc(OC)cc(C(=O)N[C@H](C(=O)OCc2cc(=O)oc3cc(C)ccc23)C(C)C)c1,-28,-4,11,56,0.4,18,0,4,1,5
CCOC(=O)c1csc(COc2ccccc2Cl)n1,-57,2,15,11,0.2,23,-22,15,-4,0
COc1ccccc1NCC(=O)c1ccc(Cl)cc1,-34,3,0,6,-0.8,13,0,-2,14,1
CCOC(=O)c1ccc(NC(=O)CN(c2ccc(C)cc2)S(=O)(=O)c2c(C)n[nH]c2C)cc1,5,4,5,13,-0.3,23,4,1,1,15
Cc1ccc(-c2csc(N(CCO)CCCn3c(C(F)(F)F)nc4cc(C(F)(F)F)ccc43)n2)cc1,2,1,-4,4,0.1,0,-23,44,-7,-3
CCOC(=O)CNc1nc(Cl)nc(Nc2ccc(Cl)cc2)n1,7,0,5,5,0.1,18,23,-1,2,6
N#Cc1ccc2ccn(CC(=O)NCc3ccco3)c2c1,-3,5,-1,4,1.6,0,12,-4,1,.
COCCn1c(N)c(N(Cc2ccccc2)C(=O)c2ccc3ccccc3c2)c(=O)[nH]c1=O,-8,-10,-5,15,0.1,-1,-13,-6,-4,-3
COc1ccc(C(CC(=O)O)N2C(=O)CCC2=O)cc1 (stereo unspecified),-15,-5,-7,20,-0.4,-1,-8,2,0,0

# Rewritten with two lines to a compound: entries from further up.
# Values run as follows: KLF5 inhibitor	IEC-6 tox	HSF1 inhib	AI-2 QS modul	HIF activator	HSF1 activator	aSyn UTR inh	SKKanGAS inh	HSP90 refold inh	Platelet DG rel
- CCn1c(SCC(=O)Nc2ccccc2C(=O)OC)nnc1-c1ccoc1C
  -24	-2	-4	21	0.4	-5	4	-5	3	2
- CCOC(=O)C1=C(C)Nc2nc(=S)[nH]n2C1c1ccc(Cl)cc1 (stereo unspecified)
  -15	1	-4	8	0.0	4	-24	-5	3	8
- Cc1nn(C(=O)CCC(=O)NCc2ccc(OC(C)C)cc2)c2ccccc12
  -13	-3	-2	15	0.3	-18	25	-4	0	0
- CC1=C(C#N)C(/C=N/OCc2ccc(Cl)cc2)CC(=O)N1 (stereo unspecified)
  -21	4	0	11	0.0	13	-21	-9	0	4
- COC(=O)/C(C#N)=C/c1c(N2CCN(Cc3ccc4c(c3)OCO4)CC2)nc2c(C)cccn2c1=O
  2	6	11	17	410*	32	31	8	8	4
- CCO[C@@H]1OC(C(N)=O)=C[C@H](c2ccccc2)[C@H]1CCCO
  -9	-5	-5	13	-0.1	-13	-3	-2	0	0
- COc1cc(C(=O)Oc2cccc(C(=S)N3CCOCC3)c2)cc(OC)c1OC
  -24	2	-5	5	-0.6	-1	-10	-6	4	16
- C1CCCCCC2(CCCCC1)OCC(CN1CCOCC1)O2 (stereo unspecified)
  4	-4	.	30	.	.	27	-2	-2	-1
- CCn1c2ccccc2c2cc(C3C(C#N)=C(N)Oc4n[nH]c(COC)c43)ccc21 (stereo unspecified)
  -16	11	22	24	0.2	37	24	5	0	0

# Going on with the list:
SMILES,KLF5 inhibitor,IEC-6 tox,HSF1 inhib,AI-2 QS modul,HIF activator,HSF1 activator,aSyn UTR inh,SKKanGAS inh,HSP90 refold inh,Platelet DG rel
CC(NCC(O)COCCC12CC3CC(CC(C3)C1)C2)c1ccccc1 (stereo unspecified),14,2,-7,14,-1.0,-3,35,8,-2,9
CCCCC(CC)COC1(c2ccccc2)OC(=O)c2ccccc21 (stereo unspecified),-16,0,6,29,0.1,5,3,28,-4,6
CC1=CC(C)(C)N2C(=O)C3(C(C#N)=C(N)OC4=C3C(=O)CC(C)(C)C4)c3c(C)c(C)cc1c32 (stereo unspecified),-18,6,2,7,-0.7,30,3,-5,4,-3
COc1ccc(C(=O)Nc2ccccc2N2CCN(C(=O)C(C)C)CC2)cc1Cl,-21,0,5,28,0.2,10,14,-3,1,0
CNC(=O)COC(=O)c1ccc2c(c1)NC(=O)C1CCCN21 (stereo unspecified),3,-3,-6,13,2.5,-14,-20,-2,1,3
Cc1cc(NC(=O)c2ccccc2Cl)c(C(C)C)cc1O,-16,-12,-4,9,-0.1,2,12,3,-4,-4
Nc1nc(SCc2ccc3c(c2)OCO3)n[nH]1,-46,-2,6,29,-2.1,8,-13,13,-6,-3

# Compound activity from PubChem.
